PrPC surface inh: cell surface PrPC inhibition, primary TR-FRET screen. P04156. TR-FRET read-out. inhibition, % at 13.8 µM. 370,000 compounds, 0.43% hits. AID 720596; in the data active = inhibition above about 24%; also: 0% = median of the test wells and 100% = reference compound wells
Y pestis TopoI: Y. pestis Topo-I inhibition via cleavage products; Y. pestis Topo-I cleavage product accumulation, plate reader; activity, % at 10 µM; 360,000 compounds, 0.064% hits; AID 504884; in the data active = activity above about 50%, passing the limit was not always enough; inconclusive = no clear call, values can overlap the other calls; also: inactives centre near 2
BH1578 lux ind: induces V. cholerae light production without autoinducers; activation, % at 18.7 µM; 350,000 compounds, 0.16% hits; V. cholerae BH1578 lux reporter, luminescence, 6 h; in the data active = activation mostly above about 9.7%, no sharp cut-off; inconclusive = no clear call, values can overlap the other calls; inactive = mostly below about 3.7%; also: not every result past the cut was called active; inactives centre near 0; reference of the scale not given here
TcdB inh: inhibitors of Clostridioides difficile toxin B glycohydrolase; TcdB glycohydrolase enzymatic assay, plate reader; inhibition, % at 9.99 µM; 350,000 compounds, 0.24% hits; in the data active = inhibition above about 10%
Anthrax LF inh2: anthrax lethal factor protease inhibition | multiplex microsphere protease cleavage assay, LF | inhibition, % at 10 µM | 360,000 compounds, 0.12% hits | AID 588501; also: plate controls were buffer without enzyme for full effect and enzyme alone for no effect
Target sequence (P15917 whole entry, looked up): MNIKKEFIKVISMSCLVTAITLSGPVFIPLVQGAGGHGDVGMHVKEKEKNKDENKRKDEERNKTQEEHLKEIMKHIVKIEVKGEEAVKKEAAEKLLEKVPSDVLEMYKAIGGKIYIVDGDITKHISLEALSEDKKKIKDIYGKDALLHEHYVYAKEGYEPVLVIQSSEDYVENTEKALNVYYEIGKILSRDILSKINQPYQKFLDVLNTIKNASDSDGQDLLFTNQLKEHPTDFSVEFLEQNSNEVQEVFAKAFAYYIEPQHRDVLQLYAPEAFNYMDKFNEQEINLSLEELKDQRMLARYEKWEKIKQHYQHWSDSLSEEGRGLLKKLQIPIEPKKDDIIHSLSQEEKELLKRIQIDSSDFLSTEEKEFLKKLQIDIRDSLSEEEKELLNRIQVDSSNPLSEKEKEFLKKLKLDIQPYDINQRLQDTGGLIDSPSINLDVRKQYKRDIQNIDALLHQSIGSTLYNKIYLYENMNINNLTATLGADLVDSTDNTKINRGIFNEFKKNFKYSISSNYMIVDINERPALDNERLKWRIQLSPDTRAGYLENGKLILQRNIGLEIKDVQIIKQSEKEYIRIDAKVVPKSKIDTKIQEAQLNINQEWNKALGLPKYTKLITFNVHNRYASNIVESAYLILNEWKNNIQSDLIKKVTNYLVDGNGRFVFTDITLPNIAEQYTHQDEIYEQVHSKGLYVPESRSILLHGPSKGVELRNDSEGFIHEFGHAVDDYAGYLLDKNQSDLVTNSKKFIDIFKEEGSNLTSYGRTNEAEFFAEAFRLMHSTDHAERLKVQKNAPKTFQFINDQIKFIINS
PfHsp40 yeast: restores yeast growth despite PfHsp40 toxicity | S. cerevisiae expressing PfHsp40, growth rescue, ATP luminescence | growth rescue, % at 12.5 µM | 340,000 compounds, 0.68% hits; in the data active = growth rescue above about 28%, passing the limit was not always enough; inconclusive = no clear call, values can overlap the other calls;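 also: yeast W303a lacking pdr1 and pdr3 grown in galactose medium; growth measured after three days at 30 °C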
SARS 3CLpro inh: SARS-CoV 3CLpro protease inhibition; AID 1706; 290,000 compounds, 0.14% hits; inhibition, % at 6 µM; recombinant SARS-CoV 3CLpro, quenched FRET peptide cleavage; in the data active = inhibition above about 12%
BoNT-A LC inh2: BoNT A light chain protease inhibition; multiplex microsphere protease substrate cleavage, flow cytometry; inhibition, % at 10 µM; 360,000 compounds, 0.17% hits; AID 588499; also: plate controls were buffer without enzyme for full effect and enzyme alone for no effect
SSB-PriA inh: K. pneumoniae PriA-SSBct interaction inhibition; inhibition, % at 33 µM; AID 1272365; AlphaScreen SSBct-PriA binding, biotinylated peptide; 430,000 compounds, 0.6% hits; in the data active = inhibition mostly above about 37%, no sharp cut-off; inactive = mostly below about 20%;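 also: plate controls were negative control peptide for no effect and reference peptide for full effect; strong numbers were not always called active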
Numbers without * were called inactive; i = inactive; u = inconclusive; x = no result given; & = joins results of further samples. Rule as the data show it, unless noted: active = inhibition above about 30%; inconclusive = no clear call, values can overlap the other calls; inactive = below that. A portion of the library; rates above refer to the full screens.

Compound,BoNT-A LC inh2,PrPC surface inh,SSB-PriA inh,Anthrax LF inh2,TcdB inh,SARS 3CLpro inh,BH1578 lux ind,PfHsp40 yeast,Y pestis TopoI
CN(CCc1ccccn1)C(=O)CCC1CCCN(C(=O)CN2CCCCCC2)C1 (stereo not given),-0.7,-3,0,-2,0.4,-6,i,1.0,27
Cc1cccc(OCc2nnc(SC(C)C(=O)Nc3ccc(N4CCOCC4)cc3)o2)c1 (stereo not given),0.3,2,-7,2,1.2,x,i,-1.6,7
COc1cc(NC(=O)C2=C(N3CCOCC3)/C(=C\c3ccc(Cl)cc3Cl)CC2)cc(OC)c1OC,-0.4,-4,6,-2,0.0,1,-0.5,-0.3,10
Cc1ccc2c(c1)N(Cc1cccc(F)c1)C(=O)C(C)O2 (stereo not given),1.7,8,-38,5,-0.9,1,-0.6,-1.8,-3
Cn1c(CSCc2ccccc2)nnc1SCC(=O)Nc1nccs1,2.9,6,-10,-18,x,-5,x,-0.7,18
CCOC(=O)COc1cccc(C2NC(=O)c3ccccc3O2)c1 (stereo not given),-1.7,7,-1,5,0.2,1,-1.3,-0.6,0
C[C@@H]1CCCCO[C@H](CN(C)C(=O)Cc2ccccc2)[C@H](C)CN([C@@H](C)CO)C(=O)c2cc(NC(=O)Nc3ccc(F)cc3)ccc2O1,-0.1,6,x,3,0.5&-10,x,i,x,42
Cc1cccc(OCCn2c(-c3ccco3)nc3ccccc32)c1,0.1,17,21,-2,x,5,i,0.9,9
Cc1ccc(Nc2nc(Cl)c(C=O)s2)cc1,0.1,10,8,-5,1.8,0,-2.4,-0.5,-1
N#Cc1cc(C#N)c(N2CCN(c3ccccn3)CC2)nc1N,-3.0,-6,-14,-5,x,0,i,0.9,-4
CCSc1nnc(NC(=O)C2C3CCC(C3)C2C(=O)O)s1 (stereo not given),0.3,2,-9,-1,-0.2,-1,0.4,-2.1,3
Cn1c(N)c(C(C[N+](=O)[O-])c2ccccc2Cl)c(=O)n(C)c1=O (stereo not given),1.6,1,-8,11,-4.1,x,i,0.3,-1
CCCCOc1ccc(N(CC(=O)NC(C)(C)C)C(=O)CCC(=O)Nc2nccs2)cc1,-7.4,-3,-8,-6,0.9,-1,-0.6,-1.6,-4
Cc1ccc(-c2nc3ccccc3[nH]2)cc1NC(=S)NC(=O)c1ccccc1Br,0.1,7,-10,-3,x,1,-2.6,u,-3
COC(=O)[C@]12CCCCC=C1N(Cc1cccc3ccccc13)C(=O)[C@H](CC(=O)NCCCN1CCCC1=O)C2,-0.2,-3,x,-6,1.3,x,x,x,x

Compound,BoNT-A LC inh2,PrPC surface inh,SSB-PriA inh,Anthrax LF inh2,TcdB inh,SARS 3CLpro inh,BH1578 lux ind,PfHsp40 yeast,Y pestis TopoI
O=S1(=O)CC(N2CCSCC2)CN1Cc1cn(Cc2ccc(C(F)(F)F)cc2)nn1 (stereo not given),0.1,2,x,-2,-4.3,x,x,x,x
Cc1ccc(NC(=O)COC(=O)Cn2c(C)csc2=O)cc1S(=O)(=O)N1CCOCC1,-0.2,2,-7,-8,0.8,x,-0.9,-1.3,-2
CC1=CC2=NC(=O)/C(=C\c3cc(C)n(-c4ccccc4)c3C)C(=N)N2O1,-1.5,-4,11,-9,5.7,8,-0.4,3.7,0
Cc1ccc(NC(=O)C2(C)CCN2C(=O)Cc2ccccc2)cc1C (stereo not given),-0.2,7,x,5,1.5,x,-0.5,x,10
COc1cccc(-c2nn3c(-c4ccco4)nnc3s2)c1,-3.7,5,-8,4,x,x,-0.3,0.0,2
Cc1cc([N+](=O)[O-])c2ccccc2c1NS(=O)(=O)c1ccccc1,0.1,-2,0,1,6.0,x,i,15,-3
Cc1nc2cc(Cc3ccccc3)ccc2o1,0.3,-1,-3,-8,1.5,x,i,0.9,4
Cc1cc(S(=O)(=O)Nc2c(C)ccc3nsnc23)ccc1F,1.2,-5,-10,2,-0.8,3,-0.2,1.0,3
CC(=O)N1CCc2cc(Br)cc(S(=O)(=O)N3CCCCC3)c21,-5.1,-2,-4,6,0.7,-1,-0.3,-0.2,11
COCCCNC(=S)NNC(=S)NCCCOC,0.1,-2,-5,-8,-5.6,-13,i,0.6,7
Cc1cccc(NC(=O)N2CCCC2C(=O)Nc2ccccc2)c1 (stereo not given),-0.1,10,1,-4,-3.2,-6,i,-0.5,-2
CC(=O)N1CCC(C(=O)N2CCN(S(=O)(=O)c3cccs3)CC2)CC1,-0.6,1,-7,-5,-0.1,-3,-0.8,2.1,1
CCOc1ccc2[nH]c(=O)c(CN(CCN3CCCC3)C(=S)Nc3ccccc3OCC)cc2c1,1.4,3,11,-2,2.3,6,-1.5,-1.0,10
CCc1c(O)nc(SCC(=O)c2ccccc2)n(-c2ccccc2)c1=O,-9.7,2,-15,-8,6.3,0,-1.6,0.7,4
Cn1c(NC(=O)c2ccco2)cc(=O)n(C)c1=O,1.0,0,-7,-1,0.4,-3,i,-1.4,7

Compound,BoNT-A LC inh2,PrPC surface inh,SSB-PriA inh,Anthrax LF inh2,TcdB inh,SARS 3CLpro inh,BH1578 lux ind,PfHsp40 yeast,Y pestis TopoI
O=C(Cn1cnc(S(=O)(=O)N2CCCCC2)c1)N1CCN(c2ccc([N+](=O)[O-])cc2)CC1,-0.6,x,2,2,x,-1,-1.2,-0.7,9
CC(C)CCN=Cc1c(O)n(-c2ccccc2)c(=O)c2ccccc12,u,1,19,-1,x,-4,i,4.3,6
CC1CCN(C(=S)c2ccc(-c3ccc(Cl)cc3Cl)o2)CC1,0.6,-7,3&-8,3,1.0,5,i,-0.9,4
Cc1noc(C)c1C(=O)N1CCC(Cc2ccccc2)CC1,u,1,-12,1,x,-5,-1.8,-1.5,-3
CC(=O)Nc1ccc(S(=O)(=O)Nc2nc3ccccc3nc2N2CCCC2)cc1,0.4,-5,3,0,x,3,i,0.7,-5
CCOc1ccc(C(C(=O)NC2CCCCC2)N(C(=O)c2ccco2)c2ccc(-n3cnnn3)c(C)c2)cc1 (stereo not given),0.1,-4,-13,1,x,1,-3.4,1.2,5
CCCCC(CC)COC(=O)c1ccc(N(C)C)cc1 (stereo not given),-0.1,3,-12,2,0.9,x,-0.3,-0.9,42
O=C(COC(=O)CCc1nc2ccccc2s1)Nc1ccc(S(=O)(=O)N2CCOCC2)cc1,-0.4,7,2,2,x,x,0.5,1.0,17
CCOC(=O)[C@]12CCCC=C1N(Cc1ccc(Cl)cc1Cl)C(=O)[C@H](CC(=O)N1CCOCC1)C2,-0.1,5,x,6,-2.4,x,x,x,x
CCOc1ccc(C2C(C#N)=C(N)SC(N)=C2C#N)c(OCC)c1,44*,12,-3,25,x,2,i,0.4,-5
COc1ccc(-c2nc(CCl)cs2)cc1,0.1,-5,-8,-2,1.1,2,i,-0.5,-7
CN(NC(=O)c1ccc(Cl)cc1)c1cccc(Cl)n1,-0.8,0,-3,-11,x,1,-6.0,-0.7,3
C=CCOc1ccccc1CN(CCc1ccccc1)C(=O)c1cccc(S(C)(=O)=O)c1,-0.6,1,-14,-7,1.0,2,-0.6,1.9,12
CCCNC(=O)C1(C)CCCN(Cc2ccc(C(=O)OCC)o2)C1 (stereo not given),0.3,2,x,-6,0.5,x,-0.2,x,-4
COc1cc(C(=S)N2CCCCC2)ccc1OCC(=O)Nc1ccccc1Cl,-0.3,5,-10,-13,3.2,-1,-0.9,1.8,2

Compound,BoNT-A LC inh2,PrPC surface inh,SSB-PriA inh,Anthrax LF inh2,TcdB inh,SARS 3CLpro inh,BH1578 lux ind,PfHsp40 yeast,Y pestis TopoI
CCCCN(C(=O)COc1ccc(F)cc1)c1c(N)n(CC(C)C)c(=O)[nH]c1=O,-0.3,12,x,-5,-1.0,x,i,x,5
Cc1cc(C)nc(SCc2nnc(SCC(=O)Nc3ccc(C)c(C)c3)n2Cc2ccco2)n1,1.9,12,17,-15,x,5,-0.4,-0.6,-2
CC(N=C1NS(=O)(=O)c2ccccc21)C(=O)Nc1ccc(F)cc1Cl (stereo not given),1.3,-5,-1,2,1.5,x,i,3.2,0
COc1ccc(CN(C(=O)CCC(=O)N2CCCCC2)c2nccs2)cc1OC,0.8,6,-7,-3,-0.4,-2,-0.4,1.4,5
CCOc1ccc(-c2nnc(SCC(=O)N(CC)CC)n2N)cc1,-4.5,-2,-6,1,x,-1,i,1.0,10
CC1CCCCC1NC(=O)c1cn(C)c2ccc(S(=O)(=O)N3CCCC3)cc2c1=O (stereo not given),u,-2,-2,-2,x,-7,i,0.0,20
COc1cc(C(=O)OCc2cccc(S(=O)(=O)N3CCOCC3)c2)ccc1OCC(C)C,-0.2,2,-5,-6,-2.9,x,i,4.5,26
O=C1CN(C(=O)COC(=O)CCC(=O)c2ccc(Cl)cc2)c2ccccc2N1,0.7,5,-1,-8,-0.5,x,i,-0.5,20
O=[N+]([O-])c1ccc(/C=N/Nc2nc(N3CCCCCC3)nc(N3CCCCCC3)n2)o1,6.7,-3,x,6,x,4,i,0.1,-8
Cn1c(CC(=O)Nc2ccccc2F)nnc1SCC(=O)NC1=NCCS1,-1.3,4,-21,8,1.7,5,i,-0.7,9
CCOCCCNC(=O)C1(O)c2ccccc2NC(=O)N1c1ccc(C)c(C)c1 (stereo not given),-3.0,5,2,-17,1.2,-4,i,1.2,3
CSc1ncccc1C(=O)Nc1cc(Cl)ccc1N1CCOCC1,x,4,-1,x,-0.6,x,-1.4,0.3,13
O=[N+]([O-])c1cc(Cl)ccc1N1CCOCC1,-0.5,-8,0,4,1.1,0,-0.3,3.3,1
COc1ccc(S(=O)(=O)NC2CCCC2)cc1NC(C)=O,0.4,-1,10,1,-2.5,-1,-3.6,-0.4,5
CCC1Sc2ccccc2N(CC(=O)NC2CC2)C1=O (stereo not given),0.2,5,10,2,0.3,-1,i,-1.7,9

Copied from the list:
Entry for CC1CCCCC1NC(=O)c1cn(C)c2ccc(S(=O)(=O)N3CCCC3)cc2c1=O (stereo not given) under Y pestis TopoI: 20
Entry for CC(N=C1NS(=O)(=O)c2ccccc21)C(=O)Nc1ccc(F)cc1Cl (stereo not given) under Anthrax LF inh2: 2

Going on with the list.
Compound,BoNT-A LC inh2,PrPC surface inh,SSB-PriA inh,Anthrax LF inh2,TcdB inh,SARS 3CLpro inh,BH1578 lux ind,PfHsp40 yeast,Y pestis TopoI
COc1ccccc1CNC(=O)CSc1ncc(C(=O)Nc2ccccc2)c(=O)n1C,-2.1,1,-11,-2,1.9,x,i,-1.3,-3
COc1ccc(OC)c(NC(=O)c2cc3ccccc3o2)c1,0.2,6,-9,-4,x,1,-0.3,0.6,6
O=C(CCS(=O)(=O)c1ccc(Br)cc1)N1CCN(c2ccccc2Cl)CC1,-1.0,5,-9,-5,x,5,i,1.5,5
Cc1[nH]n(-c2ccccc2)c(=O)c1N=Nc1ccc(Cl)cc1,-5.8,7,11,-4,1.0,-1,0.4,1.2,4
CN(Cc1ccccc1)C(=O)c1cccc(N2C(=O)NC3CC2(C)Oc2ccccc23)c1 (stereo not given),-1.4,-5,3,-7,x,-2,i,0.7,19
CC(=O)c1cn(-c2ccc([N+](=O)[O-])cc2)c(=O)n(C)c1=O,0.8,-20,4,-2,-1.4,x,i,-0.2,3
COc1ccccc1C(=O)Nc1ccc(C(=O)Nc2ccccc2C(=O)O)cc1,-0.7,-5,-17,2,1.7,6,i,-0.3,18
O=C1OC(C(=O)Nc2ccccc2)Cc2ccccc21 (stereo not given),-0.4,-5,0,-1,-0.4,2,1.3,0.0,-2
COc1ccc(-c2nc(CS(=O)CC(=O)NCCCN3CC(C)CC(C)C3)c(C)o2)cc1OC (stereo not given),-3.0,-4,-8,-7,x,-2,-0.3,0.1,-7
NS(=O)(=O)c1ccc(CCNC(=O)C(=O)c2cn(CC(=O)N3CCCC3)c3ccccc23)cc1,-0.4,-6,-31&-8,-1,-0.4,4,-2.5,0.6,12
Cc1occc1-c1nnc(SCC(N)=O)n1Cc1ccccc1,-2.6,2,1,0,x,-1,-0.9,1.5,0
O=C(Nc1ccccc1)OCCCc1ccccc1,0.6,11,-23,-5,-1.4,4,-0.2,2.8,15
